12-hLO inh = blocks human 12-lipoxygenase activity | Potency, µM (top dose mostly 57.1 µM), for the others: top-dose activity change, negative = inhibition, hits mostly inhibitors | AID 1452 | purified 12-hLO, xylenol orange hydroperoxide absorbance | 150,000 compounds, 0.12% hits; also: potency is read from the fitted curve at half-maximal effect; nearly all actives have a fitted effect of over 55% in size; many of its hits are not listed in these tables
Target sequence (P18054 whole entry, looked up): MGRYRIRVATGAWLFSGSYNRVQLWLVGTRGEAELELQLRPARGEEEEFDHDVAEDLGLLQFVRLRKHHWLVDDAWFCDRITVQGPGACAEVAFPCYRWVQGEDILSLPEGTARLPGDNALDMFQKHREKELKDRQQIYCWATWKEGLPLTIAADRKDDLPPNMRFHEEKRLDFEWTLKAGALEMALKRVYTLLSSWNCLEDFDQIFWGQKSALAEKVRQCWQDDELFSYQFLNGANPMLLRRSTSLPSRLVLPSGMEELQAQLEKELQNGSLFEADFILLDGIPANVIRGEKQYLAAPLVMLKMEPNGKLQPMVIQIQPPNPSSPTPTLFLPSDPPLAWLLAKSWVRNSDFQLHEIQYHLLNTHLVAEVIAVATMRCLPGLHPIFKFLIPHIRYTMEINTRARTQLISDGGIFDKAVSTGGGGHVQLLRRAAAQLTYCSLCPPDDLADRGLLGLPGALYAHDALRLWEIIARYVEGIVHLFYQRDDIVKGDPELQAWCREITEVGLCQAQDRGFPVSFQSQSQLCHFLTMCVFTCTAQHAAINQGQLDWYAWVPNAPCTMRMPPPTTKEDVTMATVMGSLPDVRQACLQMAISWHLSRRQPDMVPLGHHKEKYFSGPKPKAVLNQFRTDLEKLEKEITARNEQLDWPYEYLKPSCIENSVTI
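Hydroperoxide formation by human 12-lipoxygenase from 40 uM arachidonic acid was followed colorimetrically via ferric-xylenol orange complex, using the 573/405 nm absorbance ratio. Enzyme concentration was 150 nM, with 30 min reaction at room temperature.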
IMPase inh = IMPase inhibition in cells | CHO-M1 cells, IP1 accumulation, HTRF TR-FRET ratio | inhibition (IP1 accumulation), % at 46.1 µM | 120,000 tested, under 10 active | AID 901; active = well fitted curve in the direction sought with a large enough effect in the signal ratio, not every such curve was filed as active; inconclusive = small, poorly fitted or top-dose-only effect, or a change in a side signal; inactive = no such curve, though single readings can be large or run the other way; the % refers to the signal ratio;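 also: cells stimulated with carbachol in lithium chloride buffer; plate controls were DMSO basal wells for no effect and reference inhibitor wells for full effect; higher means more IMPase inhibition seen as more IP1 and lower FRET ratio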
Target sequence (P97697 whole entry, looked up): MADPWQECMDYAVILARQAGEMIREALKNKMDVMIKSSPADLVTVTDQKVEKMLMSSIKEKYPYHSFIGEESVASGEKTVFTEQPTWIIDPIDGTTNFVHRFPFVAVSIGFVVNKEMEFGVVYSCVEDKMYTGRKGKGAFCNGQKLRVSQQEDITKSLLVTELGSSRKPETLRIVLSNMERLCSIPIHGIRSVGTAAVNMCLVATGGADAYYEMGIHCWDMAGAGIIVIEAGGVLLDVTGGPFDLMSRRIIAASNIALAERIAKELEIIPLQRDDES
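Carbachol-driven Gq signalling in CHO-M1 cells (2000/well) generates IP1. Compounds that block IMPase raise IP1 and so reduce the FRET signal from Eu-anti-IP1 and d2-IP1 after a 10 min room-temperature lysis.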
15-hLO-2 inh = 15-hLO-2 (ALOX15B) enzyme inhibition | purified 15hLO-2, xylenol orange hydroperoxide absorbance | O15296 | 110,000 compounds, 0.56% hits | AID 881 | Potency, µM (series often up to 57.1 µM), for the others: at the highest dose activity change, negative = inhibition, most hits filed as inhibitors; also: potency is read from the fitted curve at half-maximal effect; nearly all actives have a fitted effect of over 60% in size; many of its hits are not listed in these tables
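Purified human 15hLO-2 (50 nM) preincubated 15 min with compound, then 45 uM arachidonic acid for 90 min at RT in 25 mM Hepes pH 7.5, 0.01% Triton X-100. Hydroperoxide detected by Fe-xylenol orange; 573/405 nm absorbance ratio.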
PNC inhibitor = inhibitors of perinucleolar compartment assembly | PC3M PTB-GFP, PNC prevalence imaging, 16 h; active compounds read low | activity change (PNC), negative = inhibition, % at 10 µM | 140,000 compounds, 3.1% hits;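 active = readout at or below -70, meaning at least 70% loss of cells showing the perinucleolar compartment, a nuclear body marking cancer cells; inconclusive = readout between -30 and a set limit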;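 also: plate controls were DMSO wells for no effect and camptothecin positive control wells for full effect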
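Compounds are pinned in duplicate onto adhered PC3M cells stably expressing GFP-tagged PTB and incubated 16 h at 37 C. Cells are then fixed, nuclei stained with Hoechst, and PNC-positive cells counted.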
Numbers without * were called inactive; ? = inconclusive; · = no result given; & = joins results of further samples; [ ] = remark or other dose. Unless noted, calls follow the shape of the dose curve; as a rule, active = well fitted curve in the direction sought with a large enough effect; inconclusive = small, poorly fitted or top-dose-only effect, or another doubt; inactive = no such curve, though single readings can be large; an effect the other way counts as inactive or inconclusive. Unless noted, % is scaled to controls: 0 for no effect and ±100 for the full control effect.

SMILES	12-hLO inh	IMPase inh	15-hLO-2 inh	PNC inhibitor
CCc1nc(SCC(=O)N2CCCc3ccccc32)c2oc3ccccc3c2n1	-9%	7	0%	18
O=C(N/N=C/c1ccccc1F)c1ccc(COc2ccccc2Cl)o1	-4%	·	·	?
COc1cc(S(=O)(=O)NCC2COCCO2)ccc1-n1cnnn1 (stereo not drawn)	6%	-8	6%	30
Cc1ccc(S(=O)(=O)N2CCOCC2)cc1NC(=O)COC(=O)c1ccc(OCc2c(C)noc2C)cc1	-4%	·	·	53
COc1ccc(N2CC(O)=C(c3nc(C)cs3)C2=N)cc1	-1%	11	-6%	3
O=C(O)CCSc1nnc(-c2cccnc2)n1-c1ccccc1	7%	12	-3%	2
Cc1ccc(CNC(=O)CCc2nc3ccccc3c(=O)[nH]2)cc1	0%	?	0%	12
CC1CCN(c2ccc(/C=C(\C#N)c3nn(-c4ccccc4)c(N)c3C#N)cc2[N+](=O)[O-])CC1	-1%	·	·	?
CC1CCN(C(=O)C2CCN(CCCc3ccccc3)CC2)CC1	-2%	?	28%	-6
CC(C)(C)SCCNC(=O)CN(c1ccc(F)cc1)S(C)(=O)=O	1%	-1	-1%	?
CCCCOc1c(Cl)cc(CNC(C)(C)CO)cc1OCC	3%	6	0%	-15
CCc1cc2c(=O)c(-c3nc4ccccc4n3C)c(C)oc2c(CN2CCN(CCO)CC2)c1O	2%	9	·	-3
CCCCn1nc2cc(C(=O)NC3CCCc4ccccc43)ccc2c1OCC (stereo not drawn)	-6%	7	-14%	?
c1ccc(C2CCC(N3CCC(N4CCCCC4)CC3)CC2)cc1 (stereo not drawn)	8%	13	45%[activator]	37
NCc1ccc(S(N)(=O)=O)cc1	-4%	-4[20.6 µM]	0%	39
Cc1cc(C)cc(NC(=S)NCCc2c[nH]c3ccccc23)c1	?	·	·	22
Cn1c(=O)c2ncn(CC(=O)NCCOCc3ccccc3Cl)c2n(C)c1=O	0%	·	·	31
CCOC(=O)/C=C1\SCC(=O)N1CC(=O)NCc1cccc(Cl)c1	-3%	3	·	29
Cc1ccc(NS(=O)(=O)c2cccc(C(=O)N3CCOCC3)c2)cc1	-6%	8	-2%	-8
Cc1ccc(NC(NC(=O)OCCn2c([N+](=O)[O-])cnc2C)C(Cl)(Cl)Cl)cc1 (stereo not drawn)	-3%	·	·	3
c1ccc(Cn2nnc3c(N4CCN(Cc5ccc6c(c5)OCO6)CC4)ncnc32)cc1	-8%	-5	1%	43
CN(Cc1ccccc1)C(=O)c1cc(-c2ccc(Br)cc2)on1	4%	0	·	0
Cc1cc(C)nc(NS(=O)(=O)c2ccc(N=Cc3c(C)[nH]n(-c4ccccc4)c3=O)cc2)n1	-3%	-9	·	5
O=C(CCCOc1ccccc1)Nc1nnc(C2CCCO2)s1 (stereo not drawn)	-1%	4[9.22 µM]	?	-3
Cc1ccc(N(CC(=O)NCc2ccncc2)S(C)(=O)=O)cc1	20%	-6	·	-28
The listing continues:
SMILES	12-hLO inh	IMPase inh	15-hLO-2 inh	PNC inhibitor
CC(=O)Nc1cccc(NC(=O)CCn2c(=O)sc3ccccc32)c1	-7%	-5	3%	?
OC[C@@H]1[C@@H](c2ccccc2)C(c2ccccc2)=NN1c1ccccc1	-5%[0.00818 µM]	·	-19%[0.0915 µM]	·
Cc1ccc(S(=O)(=O)N2CCC(C(=O)N3CCC(C(=O)NCC4CCCO4)CC3)CC2)cc1 (stereo not drawn)	-3%	5	-6%	-3
O=C(C1CCCN(CCCc2ccccc2)C1)N1CCCCCC1 (stereo not drawn)	-2%	·	·	4
COc1ccc(CNC(=O)C(C)Cc2ccccc2)cc1O (stereo not drawn)	1%&4%	·	-1%	51
CCOCCCNC(=O)C(NC(=O)c1ccc(NC(C)=O)cc1)c1ccc(C)cc1 (stereo not drawn)	3%	·	·	5
Cc1ccc(OCc2nn3c(-c4n[nH]c5c4CCC5)nnc3s2)cc1	2%	4	-9%	3
O=C(NCCSc1c[nH]c2ccccc12)c1ccc(Br)o1	-3%	4	·	-119*
COc1ccc(/C(O)=C(\C#N)c2nc3ccccc3n2C)cc1OC	0%	4	-2%	?
COC(=O)c1sc2ccccc2c1-n1cccc1C(=O)C(=O)Nc1ccccc1	3%	4	-2%	17
Cc1ccc(/C=C/C(=O)O)cc1S(=O)(=O)N(CCO)CCO	4%	·	·	-103*
COc1ccc2c(c1)OC1(O)COc3cc(OC)c(OC)cc3C1=C2 (stereo not drawn)	-2%	·	-2%	·
O=C(CCc1ccc(S(=O)(=O)NCCc2ccccc2)cc1)N1CCN(Cc2ccc3c(c2)OCO3)CC1	-3%	-5	29%	3
C=CCn1c(=S)[nH]c2nc3c(cc2c1=O)CCCC3	0%	-2	-6%	13
O=C(c1cc2ccccc2oc1=O)N1CCN(c2ccccn2)CC1	1%	6	2%	-26
O=C(COC(=O)/C=C/c1cccc(C(F)(F)F)c1)NCc1ccccc1	0%	·	·	-12
CC(=O)c1ccc(NC(=O)N[C@@H](CC(C)C)C(=O)O)cc1	-4%	-1	-7%	?
Cn1cccc1CNCc1ccc(F)cc1	2%	·	·	-25
c1ccc2oc(C3=NNC(=NC4CC4)SC3)cc2c1	-21%	·	·	83
Nc1cc2c([N+](=O)[O-])cccc2o1	-3%	-4	-21%	4
Cc1ccc(C2Nc3ccccc3-c3nc4ccccc4n32)o1 (stereo not drawn)	2%	-12	·	28
c1ccc(CCn2c(C3CC3)nc3ccccc32)cc1	6%	14	5%	17
CNc1nc(CCN2C(=O)c3ccccc3C2=O)cs1	1%	-4	-3%	-5
COC(=O)c1ccc(C(NC(=O)OCc2ccccc2)/C(=C/[C@@H](C)C(=O)NCc2ccc(S(C)(=O)=O)cc2)c2cccnc2)cc1 (stereo partly drawn)	3%	·	1%	·
CCCc1c(C)c2cccc(C)c2[nH]c1=O	-8%	5	2%	-19
Next structures.
SMILES	12-hLO inh	IMPase inh	15-hLO-2 inh	PNC inhibitor
Cc1cccc(NC(=O)c2cnc3ccccn3c2=O)c1	-2%	4	-2%	-30
CC1CCc2nc3ccc(S(=O)(=O)N4CCC(C(=O)N5CCCCC5)CC4)cc3c(C(=O)O)c2C1 (stereo not drawn)	-3%	3	1%	4
C#CCSc1nncn1C(=O)/C=C/c1ccccc1	-2%	2	-2%	77
CCOCCNC(=O)c1ccccc1C(=O)NCCOCC	-7%	-9	0%	-13
COc1cc2nc(N3CCN(C(=O)[C@@H]4CCCO4)CC3)nc(N)c2cc1OC	1%[25.6 µM]	-4[20.6 µM]	12%[25.6 µM]	·
CN(C)S(=O)(=O)c1ccc(S(=O)(=O)Nc2ccc3c(c2)oc2ccccc23)cc1	-2%	-10	-7%	?
Cc1c2ccccc2nc2c(F)c(NCCO)c(F)c(F)c12	-8%	-2	·	18
Cc1n[nH]c(=O)nc1NC1CCCCC1	-1%	-1	-3%	?
CCc1c(C)nc2ncnn2c1NCCc1ccccc1	5%	5	-7%	-22
CC(=O)Nc1ccc(NC(=O)C2CC(=O)N(c3cccc(C)c3C)C2)cc1 (stereo not drawn)	-4%	5	4%	5
COc1cccc(S(=O)(=O)Nc2ccc(C(=O)NCc3ccco3)cc2)c1	-1%	-7	-3%	36
O=C(Cc1ccccc1)NNC(=O)c1cnccn1	2%	·	·	1
COc1cccc(C(=O)Cn2c(=N)n(C)c3ccccc32)c1	-6%	15	14%	-17
O=C(Nc1ccc(N2C(=O)C3C4C=CC(C4)C3C2=O)cc1)Nc1nnc(C(F)(F)F)s1 (stereo not drawn)	1%	0	-4%	-15
Cc1ccc2c(c1)c1nnc(SCC(=O)N3CCN(c4ccc(F)cc4)CC3)nc1n2CC(=O)O	1%	·	·	-29
O=C(O)c1ccccc1OP(=O)(O)O	-4%	-2[20.6 µM]	10%	·
CCc1cccc(C)c1N(C(=O)Cn1c(COC)nc2ccccc21)C(C)COC (stereo not drawn)	-7%	5	-1%	61
Cc1cccc(C)c1OCCOCCN1CCN(C)CC1	6%	7	20%	?
COc1c2occc2c(OC)c2c(=O)cc(C)oc12	-1%	2[20.6 µM]	3%	20
CCO/C=C1/C(=O)N(Cc2ccccc2)C(=O)c2ccccc21	-5%	·	·	-10
CCCN1Cc2cccc(C(=O)NCc3ccccc3)c2C1=O	1%	1	-6%	30
Cc1csc(Sc2ccc(C(=O)OCC(=O)Nc3ccc(F)cc3[N+](=O)[O-])cc2[N+](=O)[O-])n1	-1%	-4	·	-17
CCCCCc1nnc(NC(=O)Cc2cccs2)s1	4%	17[1.84 µM]	-4%[11.4 µM]	?
CCc1noc(C)c1C(=O)N1CCCC1	0%	16	3%	?
CC(=O)Nc1ccc(S(=O)(=O)NC(CC(=O)NCCc2ccccc2)C(C)C)cc1 (stereo not drawn)	0%	4	7%	-11
Continued:
SMILES	12-hLO inh	IMPase inh	15-hLO-2 inh	PNC inhibitor
CCOC(=O)N1CCN(c2c(NCCCN(CC)Cc3ccccc3)c(=O)c2=O)CC1	2%	1	-7%	?
CCOC(=O)Cn1cc([N+](=O)[O-])c(OC)n1	3%	-1	-2%	15
CCN(CC)S(=O)(=O)c1ccc(/C(O)=C2/C(=O)C(=O)N(CCOC)C2c2ccccc2)cc1 (stereo not drawn)	-3%	2	-3%	?
CC1CC(C)CN(CCCSc2ccccc2)C1 (stereo not drawn)	3%	·	·	28
O=C(Cn1nc(-c2ccccc2)ccc1=O)NCCN1CCN(c2cccc(Cl)c2)CC1	6%	-6	41%[activator]	?
NC(=O)C1(N2CCCCC2)CCN(C(=O)CSc2nc3ccccc3s2)CC1	-8%	15	1%	?
CCCCCNC(=O)CC1Nc2c3ccccc3nc(=S)n2C1=O (stereo not drawn)	-3%	-18	4%	47
COc1ccccc1-c1noc(-c2ccccc2)n1	11%	5	15%	-6
CC(=O)NC(Cc1ccccc1)C(=O)NC1CCN(C(=O)c2ccc([N+](=O)[O-])cc2)CC1 (stereo not drawn)	-2%	11	·	?
Cc1ccc(N(C(=O)C(F)(F)F)C(C(=O)NC2CCCCC2)c2ccncc2)cc1C (stereo not drawn)	3%	·	·	1
COc1ccc2c(c1OC)C(=O)OC2Nn1cncn1 (stereo not drawn)	4%	3	-1%	-94*
CC(=O)Nc1ccc2ccc3cccc4ccc1c2c34	1%	4	·	-27
C=CCSc1nnc2n(CCc3ccccc3)c(=O)c3c4c(sc3n12)COC(C)(C)C4	1%	3	0%	29
N#C/C(=C/c1ccc(N2CCOCC2)o1)c1ccc(Br)cc1	?	-8	10µM*	30
CN1CC[C@@]2(CCCN(C(=O)c3cccc(F)c3)C2)C1	4%	·	5%	·
N#Cc1ccc(CN2CCC3(CC2)CCN(C(=O)c2cnccn2)CC3)cc1	3%	·	0%	·
Cc1cc(C(=O)OCC(=O)c2cccc([N+](=O)[O-])c2)c2ccccc2n1	-1%	-7	·	?
O=c1cc(N2CCN(Cc3ccccc3)CC2)c(-c2ccccc2)n[nH]1	10%	5	·	48
O=C(Cc1ccccc1)NNS(=O)(=O)c1ccc([N+](=O)[O-])cc1	2%	·	·	3

Seven records picked at random from those above, as already listed:
SMILES	12-hLO inh	IMPase inh	15-hLO-2 inh	PNC inhibitor
CCOC(=O)/C=C1\SCC(=O)N1CC(=O)NCc1cccc(Cl)c1	-3%	3	·	29
COc1ccc2c(c1)OC1(O)COc3cc(OC)c(OC)cc3C1=C2 (stereo not drawn)	-2%	·	-2%	·
c1ccc2oc(C3=NNC(=NC4CC4)SC3)cc2c1	-21%	·	·	83
CC1CC(C)CN(CCCSc2ccccc2)C1 (stereo not drawn)	3%	·	·	28
Cc1ccc2c(c1)c1nnc(SCC(=O)N3CCN(c4ccc(F)cc4)CC3)nc1n2CC(=O)O	1%	·	·	-29
Cc1cccc(NC(=O)c2cnc3ccccn3c2=O)c1	-2%	4	-2%	-30
Cc1n[nH]c(=O)nc1NC1CCCCC1	-1%	-1	-3%	?
